MITF primary – inhibitors of human MITF. O75030. AlphaScreen MITF homodimerization, bead proximity signal. inhibition, % at 2.6 µM. 0.91% of 650,000 active. AID 1259374; in the data active = inhibition above about 50%;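 also: 0% = vehicle wells with protein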
Target sequence (O75030 whole entry, looked up): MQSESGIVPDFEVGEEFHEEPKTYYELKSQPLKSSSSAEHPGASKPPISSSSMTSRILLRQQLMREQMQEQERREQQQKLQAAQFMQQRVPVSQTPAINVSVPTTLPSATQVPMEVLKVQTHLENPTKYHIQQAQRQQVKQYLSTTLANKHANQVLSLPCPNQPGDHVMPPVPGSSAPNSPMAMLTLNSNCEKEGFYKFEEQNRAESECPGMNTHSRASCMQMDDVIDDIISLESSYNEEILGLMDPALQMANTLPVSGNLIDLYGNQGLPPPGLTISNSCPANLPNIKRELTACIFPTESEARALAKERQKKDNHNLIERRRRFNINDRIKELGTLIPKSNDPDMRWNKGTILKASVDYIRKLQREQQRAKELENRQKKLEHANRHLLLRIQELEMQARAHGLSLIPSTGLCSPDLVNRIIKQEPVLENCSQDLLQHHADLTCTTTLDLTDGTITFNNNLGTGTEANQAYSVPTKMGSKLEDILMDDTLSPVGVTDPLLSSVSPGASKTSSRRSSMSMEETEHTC
FBW7 act – activators of human E3 ligase FBW7; Q969H0; AlphaScreen FBW7–phospho-cyclin E peptide binding, activator screen; normalized activity (activation), % at 26.1 µM; 0.13% of 650,000 active; AID 1259310; in the data active = normalized activity above about 1.9%;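 also: purified mutant Fbw7 with reduced substrate affinity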
TEAD-YAP inh – TEAD-YAP interaction inhibition. HEK-TIYL cells, TEAD-Gal4/YAP UAS-luciferase luminescence. inhibition, % at 9.12 µM. 1.4% of 640,000 active. AID 1259422; in the data active = inhibition above about 32%;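 also: 0% = median of test compound wells and 100% = reference inhibitor wells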
GPR151 activ – activators of human GPR151 | Q8TDV0 | PathHunter beta-arrestin GPR151 cells, luminescence | 1% of 650,000 active | activation, % at 11.2 µM; in the data active = activation above about 4.9%;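 also: 0% = median of compound wells and 100% = cells with positive control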
Target sequence (Q8TDV0 whole entry, looked up): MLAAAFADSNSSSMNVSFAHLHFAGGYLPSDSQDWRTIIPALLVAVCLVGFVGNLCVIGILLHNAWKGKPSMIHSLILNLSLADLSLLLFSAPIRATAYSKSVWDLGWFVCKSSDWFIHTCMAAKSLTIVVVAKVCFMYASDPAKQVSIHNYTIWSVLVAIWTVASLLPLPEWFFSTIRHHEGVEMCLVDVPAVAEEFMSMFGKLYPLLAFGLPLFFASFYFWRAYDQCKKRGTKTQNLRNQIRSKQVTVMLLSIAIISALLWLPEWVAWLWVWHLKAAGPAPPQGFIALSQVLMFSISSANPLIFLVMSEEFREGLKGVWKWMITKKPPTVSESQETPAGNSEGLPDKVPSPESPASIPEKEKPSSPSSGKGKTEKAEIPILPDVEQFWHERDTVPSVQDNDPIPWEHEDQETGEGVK
* hit, by the source's call.

nr	SMILES	MITF primary	FBW7 act	TEAD-YAP inh	GPR151 activ
1	Cc1cccc(C(=O)Nc2ccccc2F)c1[N+](=O)[O-]	-3	-0.1	-9	0.4
2	CCCOC(=O)C1=C(C)N(C)C(=O)NC1c1ccc(Cl)c(Cl)c1 (centres undefined)	5	0.0	-12	-0.9
3	COc1ccc(S(=O)(=O)N(CC(=O)N2CCOCC2)Cc2ccccc2)cc1	18	0.7	-4	-0.3
4	CCOC(=O)c1sc(NC(=O)Cc2ccc([N+](=O)[O-])cc2)c(C(=O)OCC)c1C	17	-0.1	-2	-0.1
5	O=C(c1cccc2ccccc12)N1CCN(Cc2cccc([N+](=O)[O-])c2)CC1	76*	-0.2	6	-0.2
6	CCOc1ccc(NC(=O)C2=C(C)NC(=O)NC2c2ccccc2Br)cc1 (centres undefined)	-4	1.0	12	0.3
7	CCN(CC)S(=O)(=O)c1ccc(C(=O)NCc2n[nH]c(=S)n2-c2ccccc2)cc1	-13	-0.2	-3	2.0
8	COc1ccc(/C(O)=C2\C(=N)N(c3ccc([N+](=O)[O-])cc3C)C3=C(C(=O)CCC3)C2c2cc(OC)c(OC)c(OC)c2)cc1 (centres undefined)	-12	-0.1	-5	1.8

Reprinted from the part before: two compounds, then new ones.
nr	SMILES	MITF primary	FBW7 act	TEAD-YAP inh	GPR151 activ
7	CCN(CC)S(=O)(=O)c1ccc(C(=O)NCc2n[nH]c(=S)n2-c2ccccc2)cc1	-13	-0.2	-3	2.0
8	COc1ccc(/C(O)=C2\C(=N)N(c3ccc([N+](=O)[O-])cc3C)C3=C(C(=O)CCC3)C2c2cc(OC)c(OC)c(OC)c2)cc1 (centres undefined)	-12	-0.1	-5	1.8
9	CC12NC(=O)NC(c3cc(Cl)ccc3O1)C2C(=O)Nc1ccc(Cl)cc1 (centres undefined)	0	0.0	0	-0.5
10	CCOc1ccc(S(=O)(=O)NC2CCCCC2)cc1-c1nc2c(C(C)(C)C)nn(C)c2c(=O)[nH]1	77*	-0.1	-3	-1.0
11	N#C/C(=C\c1c(Oc2ccccc2)nc2ccccn2c1=O)C(=O)NCc1ccco1	4	0.0	9	-5.0
12	O=C(CSc1nsc(SCC(=O)N2CCCCC2)n1)N1CCCCC1	6	0.0	-5	0.2
13	Clc1ccc(COc2ccccc2C2N(c3ccccc3)N=C(c3ccccc3)N2c2ccc(Cl)c(Cl)c2)cc1 (centres undefined)	-8	0.0	27	-0.8
14	CN(CC(=O)NCCC1=CCCCC1)S(=O)(=O)c1ccc(Br)s1	-5	0.1	12	-0.2
15	CC1=C(C(=O)Nc2ccc(Cl)cc2)C(c2ccncc2)C(C#N)=C(SCC(=O)Nc2ccc(Cl)cc2)N1 (centres undefined)	14	0.1	5	0.7
16	CCOC(=O)c1c(NC(=O)c2cccs2)sc2c1CCC(CC)C2 (centres undefined)	14	0.5	-1	0.2
17	CC1CCCCN1C(=O)Nc1ccc2c(c1)OCCO2 (centres undefined)	-9	0.0	-40	0.8
18	Cc1nc(N2CCCN(C)CC2)c2c3c(sc2n1)CCC3	-2	0.0	1	3.6
19	O=C(CSc1cn(Cc2ccccc2)c2ccccc12)N1CCCCC1	3	-0.2	-57	0.9
20	CC(C)Cn1c(=O)c2sccc2n2c(CCCC(=O)N3CCC(C(N)=O)CC3)nnc12	0	0.0	2	-1.0
21	CCNC(=O)C(=O)NCC1OCCCN1S(=O)(=O)c1ccc(Cl)cc1 (centres undefined)	2	0.0	5	0.3
22	CC(C)C(=O)NCCc1nc(-c2ccncc2)n[nH]1	3	-0.1	-7	0.9
23	OC(COc1ccc(F)cc1)Cn1nnc2ccccc21 (centres undefined)	9	0.2	-36	2.6
24	Cc1ccc2oc(-c3ccc(NC(=O)c4cc([N+](=O)[O-])ccc4Cl)cc3)nc2c1	-1	-0.1	5	0.0
25	COc1cc(-c2c(C#N)c(N)n3c(nc4ccccc43)c2C#N)ccc1OCCCC#N	5	0.1	-6	7.3*
26	CCCCC(CC)CNC(=O)C(=O)NCCN1CCOCC1 (centres undefined)	-8	0.1	15	0.2
27	N#C/C(=C\c1ccccc1C(F)(F)F)c1nn(-c2ccccc2)c(N)c1C#N	16	0.2	-10	0.3
28	Cc1ccc(-c2nc(Nc3ccccc3F)c3ccccc3n2)cc1	11	0.3	-7	-1.6
29	CC(=O)c1ccc(NC(=O)Cc2noc3ccccc23)cc1	-3	-0.1	-55	-0.1
30	CN1CCNCCN(C)CCN(C)CC1	-7	-0.1	0	-0.6
31	O=C(COc1ccccc1F)N1CCOC(c2ccccc2)C1 (centres undefined)	-3	-0.1	12	4.5
32	CCN(CC)c1ccc(/C=C2\C(=O)Nc3ccccc32)c(O)c1	20	-0.2	-43	-0.5
33	Cc1c(Cl)ccc2sc(NC(=O)Cc3ccc(F)cc3)nc12	9	0.2	6	0.1
34	CCOc1cc(/C=N/NC(=O)CNc2cccc(C)c2)cc(Br)c1O	-7	0.1	-3	-0.6
35	O=C(Nc1ccc(Cl)c(C(F)(F)F)c1)C1CCCN(S(=O)(=O)c2cnc[nH]2)C1 (centres undefined)	3	0.0	7	0.1
36	O=C(CCn1c(SCC(=O)Nc2cccc(C(F)(F)F)c2)nc2ccccc2c1=O)NCCc1ccccc1	-1	0.1	9	1.2
37	COc1ccc(C2C(C#N)=C(N)Oc3n[nH]c(C)c32)cc1COc1ccccc1Cl (centres undefined)	4	-0.1	-16	0.2
38	COc1ccc(-n2nc3c(c2NC(=O)c2cc([N+](=O)[O-])ccc2Cl)CS(=O)C3)cc1 (centres undefined)	-17	0.0	42*	2.7
39	CCC(C)NC(=O)/C(=C\c1ccc(OC(C)=O)c(OC)c1)NC(C)=O (centres undefined)	-16	0.0	-3	1.3
40	O=C(c1ccccc1Cl)n1c(=O)oc2cc([N+](=O)[O-])ccc21	24	0.6	-48	-3.8
41	O=C(Cc1ccc([N+](=O)[O-])cc1)NCCCN1CCOCC1	12	0.5	4	-2.4
42	COc1ccccc1N1CCN(C(=O)c2ccc(N3CC4CC(C3)c3cccc(=O)n3C4)c(NC(=O)c3cc4ccccc4oc3=O)c2)CC1 (centres undefined)	-3	0.0	4	-0.7
43	CC(C)(CO)CN1CCCC(C(=O)Nc2cccc(-c3ccc(F)cc3)c2)C1 (centres undefined)	-18	0.6	-5	6.2*
44	COc1ccc(S(=O)(=O)OCCN2C(=O)c3ccccc3C2=O)cc1OC	3	0.2	-1	0.5
45	Cc1[nH]c2c(F)cccc2c1CC(=O)NCCN1Cc2ccccc2OC(C)C1 (centres undefined)	16	0.1	3	-0.3
46	C/C(N)=C/C(=O)N1CCCCC1	22	0.3	-5	0.3
47	O=P(O)(CCc1ccncc1)CN1CCCCC1	20	0.4	-5	0.6
48	COc1cc2c(cc1/C=C1/NC(=O)N(c3ccccc3)C1=O)OCO2	12	0.1	-19	0.9
49	O=c1c2ccccc2nc(-c2ccco2)n1/N=C/c1ccco1	12	0.4	5	-1.6
50	COc1ccc2nc(SC(C)=O)nc(C)c2c1	17	0.5	7	-1.1
51	Cc1nc(SCC(=O)N2c3ccccc3Sc3ccccc32)c(C#N)c(C)c1C	12	0.1	-1	-1.1
52	O=C(NCCO)C1(c2ccc(Cl)cc2)CCCC1	1	0.1	1	-0.9
53	Cc1cc(Nc2ccc(Br)cc2F)n2ncnc2n1	22	0.5	-7	-0.4
54	CCOC(=O)c1cc(NC(=O)c2ccc(Cl)cc2)c(=O)n2c1oc1ccc(Cl)cc12	-18	-0.1	0	-1.1
55	COc1ccc(CCNC(=O)CSc2nc3ccccc3c(=O)n2CCCC(=O)N2CCCC2)cc1OC	3	0.1	8	-0.8
56	Cc1nnc(SCc2nc(-c3cccs3)no2)n1-c1ccc(F)cc1	11	0.1	-16	-0.5
57	Cc1cc(C)cc(OC(=O)CN2C(=O)C3C4C=CC(C5CC45)C3C2=O)c1 (centres undefined)	-9	0.0	0	1.0
58	Cc1c(Cl)cccc1N1C(=O)CSC1c1ccc([N+](=O)[O-])cc1 (centres undefined)	18	0.2	10	-1.1
59	COc1cc(OC)c(OC)cc1/C=C1N=C(/C=C/c2cccc([N+](=O)[O-])c2)OC\1=O	5	0.5	-8	-1.1
60	COc1cccc(N(CC(=O)Nc2cccc(F)c2)S(C)(=O)=O)c1	-3	0.0	4	-0.3
61	COc1ccc(N2CCN(c3nc(OC)nc(N4CCOCC4)n3)CC2)cc1	3	-0.4	-2	0.4
62	Cc1ccc(NC(=C(C#N)C#N)c2ccccc2)cc1	20	0.4	-18	0.3
63	Cc1ccc(-n2nc3c(c2NC(=O)COc2ccc(Cl)cc2)CSC3)cc1	-9	-0.1	-7	0.4
64	CCc1nnc(-c2ccc(NC(=O)c3ccco3)cc2)o1	2	-0.2	-26	0.6

Next structures follow:
nr	SMILES	MITF primary	FBW7 act	TEAD-YAP inh	GPR151 activ
65	CCCCC(c1nnnn1CCOC)N1CCN(c2ccc(F)cc2)CC1 (centres undefined)	9	0.4	-4	2.4
66	CC(=O)N[C@H]1[C@H](OC2CCC3(C)C(C=CC4C3CCC3(C)C(C(C)CCCC(C)C)CCC43)C2)O[C@H](CO)[C@@H](O)[C@@H]1O (some centres undefined)	-7	-0.1	1	2.1
67	COCCNC(=O)c1ccccc1NS(=O)(=O)c1ccc(F)cc1	6	-0.2	-7	-0.4
68	Cc1nn(-c2ccccc2)nc1CNC(=O)C1CC1	-5	0.4	-1	-1.0
69	COc1ccc(-c2nc3ccccc3o2)cc1NC(=O)c1cc2ccccc2o1	5	0.1	9	-0.6
70	O=C(NC1CC1)c1ccc2nc(Nc3ccc(N4CCOCC4)cc3)sc2c1	15	0.2	1	-0.6
71	CN(C)c1ccc(C(=O)OCC(=O)C(C)(C)C)cc1	4	-0.1	-33	-0.4
72	CCOc1ccc2[nH]c(=O)c(CN(CCO)Cc3nnnn3C(C)(C)C)cc2c1	5	0.0	6	0.7

One compound at a time, from the list above.
`COCCNC(=O)c1ccccc1NS(=O)(=O)c1ccc(F)cc1` as listed: MITF primary = 6; FBW7 act = -0.2; TEAD-YAP inh = -7; GPR151 activ = -0.4
`CCCCC(c1nnnn1CCOC)N1CCN(c2ccc(F)cc2)CC1` (centres undefined) as listed: MITF primary = 9; FBW7 act = 0.4; TEAD-YAP inh = -4; GPR151 activ = 2.4
`CCOc1ccc2[nH]c(=O)c(CN(CCO)Cc3nnnn3C(C)(C)C)cc2c1` as listed: MITF primary = 5; FBW7 act = 0.0; TEAD-YAP inh = 6; GPR151 activ = 0.7

(continued)
nr	SMILES	MITF primary	FBW7 act	TEAD-YAP inh	GPR151 activ
73	Cc1ccc(SCC(=O)Nc2ccc(I)cn2)cc1	-1	0.0	-2	0.1
74	Cc1nc2ccc(C(=O)N3CCC(c4ccccc4)C3)cc2s1 (centres undefined)	-9	0.0	-23	1.0
75	COc1ccc(C2CC(c3ccc(C)cc3)=NN2C(C)=O)cc1 (centres undefined)	7	-0.1	-52	0.5
76	Cc1ccc(/C=C2\C(=N)N3N=C(N4CCCCC4)SC3=NC2=O)o1	8	0.0	-41	-1.3
77	COCCn1cc(C(=O)NCc2cccs2)c2c3ccccc3n(C)c2c1=O	4	0.1	21	-0.1
78	Cc1ccc(C)c(Nc2ncc(F)c(N3CCOCC3)n2)c1	9	-0.2	-66	-0.6
79	O=C(c1cc(Cc2cccc3ccccc23)no1)N1CCSCC1	1	0.1	-1	2.2
80	Cc1nc(NC(=O)CSc2nc3ccccc3n2CC(=O)c2ccccc2)sc1C	7	-0.2	4	0.5
81	O=C(NC(=S)Nc1ccc(S(=O)(=O)Nc2nccs2)cc1)C12CC3CC(CC(C3)C1)C2	-6	-0.3	-15	0.1
82	Cc1ccc(/C=N\NC(=O)CNc2ccccc2C)cc1	8	-0.1	-2	4.3
83	CCOC(=O)C1CCCN(C(=O)CN2CCN(Cc3ccc(Cl)cc3)C2=O)C1 (centres undefined)	4	0.0	5	0.0
84	COc1ccc(NC(=O)C(=O)Nc2ccc3nc4n(c(=O)c3c2)CCCCC4)cc1	6	0.0	1	-0.4
85	COCCn1c(=O)c2c3c(sc2n(Cc2ccccc2)c1=O)CCCC3	14	0.5	-1	-1.1
86	CCN1C(=O)/C(=C\c2cc(C)n(-c3ccccc3)c2C)C(C(=O)OC)=C1C	1	-0.2	37*	0.8
87	Cc1cccc(-c2nc(NCCCN3CCOCC3)c3ccccc3n2)c1	-6	0.0	9	-1.1
88	O=C(NCC1CCC2(CCN(C(=O)c3ccsc3)CC2)O1)c1ccccc1F (centres undefined)	3	-0.1	11	-0.7
89	O=C(Nc1ccc2c(c1)OCO2)c1cc(-c2cccc(O)c2)on1	7	-0.3	-19	-1.0
90	COc1ccc(CCn2c(=O)[nH]c3ccccc3c2=O)cc1OC	22	0.5	2	0.9
91	CCN(CC)S(=O)(=O)c1ccc(O)c(C(=O)O)c1	14	0.8	3	0.2
92	NC(=O)c1cc(NC(=O)c2ccccc2Cl)ccc1Cl	19	1.1	-7	-0.1
93	O=C(C1CCC(Cn2c(=O)[nH]c3ccccc3c2=O)CC1)N1CCN(c2ccccc2)CC1 (centres undefined)	-2	-0.1	-1	0.7
94	O=C(CSc1nc2cccnc2n1-c1ccc(F)cc1)N1CCCCC1	2	-0.2	-2	0.3
95	O=C(N/N=C/c1ccc(N2CCOCC2)o1)c1ccccc1	16	0.1	-32	0.1
96	CC(=O)c1cccc(NC(=O)CCNS(=O)(=O)c2cccc3nonc23)c1	19	-0.1	0	1.8
97	CC1Sc2cc(S(=O)(=O)CCC(=O)Nc3cc(F)ccc3F)ccc2NC1=O (centres undefined)	9	-0.1	0	-1.0
98	Cc1ccc(NC(=O)Nc2nnc(-c3ccc(C(C)(C)C)cc3)s2)cc1	-1	-0.1	-8	-1.4
99	COCCn1nnnc1C(CC(C)C)N1CCN(C2CCCCC2)CC1 (centres undefined)	0	-0.1	-4	0.2
